High-throughput results: PubChem BioAssay, National Center for Advancing Translational Sciences (NCATS)
NPC1 promoter act = NPC1 promoter activation | AID 485313 | Potency, µM (series often up to 9.22 µM), without a hit: top-dose activation, most hits filed as activators | actives 2.4% (n = 320,000) | Huh7 NPC1 promoter luciferase reporter, 24 h;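 note: % of control where 0% means no effect; nearly all actives have a fitted effect of over 60% in size; reporter is driven by a mutant NPC1 promoter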
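Huh7 reporter cells (NPC1 promoter driving luciferase) are dosed with compound for 24 h at 37 °C, 5% CO2; luciferase detection reagent is then added and luminescence measured after 10 min at ambient temperature.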
VP16 counter = Gal4-VP16 reporter inhibition counter-screen; Drosophila S2 Gal4-VP16 UAS-luciferase, luminescence, 20 h; Potency, µM (series often up to 53.6 µM), for the others: top-dose activity, negative = inhibition, hits mostly inhibitors; actives 3.5% (n = 310,000); AID 2546;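 note: Gal4-VP16 expression switched on by copper sulfate through the metallothionein promoter; % is set by controls: 0 for no effect and ±100 for the full control effect; nearly all actives have a fitted effect of over 50% in size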
FLuc counter = counter-screen for miR-21 project: firefly luciferase inhibitors or activators | P08659 | purified FLuc, Km substrates, luminescence inhibition | Potency, µM (titrated, usually from 57.5 µM), inactives show at the highest dose activity change, negative = inhibition, hits mostly inhibitors | actives 6.9% (n = 360,000);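 note: plate controls were vehicle for no effect and reference inhibitor for full effect; nearly all actives have a fitted effect of over 55% in size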
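Purified P. pyralis luciferase (10nM final) with 10uM D-luciferin and 10uM ATP (Km levels) in 50mM Tris acetate pH 7.5, 10mM Mg acetate, 0.01% Tween-20, 0.05% BSA; qHTS 6-point titration, ~60 µM downward; luminescence read.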
BRCA1 expr up = increases BRCA1 expression; actives 1.1% (n = 380,000); MCF7-BRCA1-FFLuc reporter, luminescence, 48 h; response scale: scaled: vehicle 0%, 10 µM genistein 100%; Potency, µM (titrated, usually from 46.1 µM), without a hit: at the highest dose activation, most hits filed as activators; note: nearly all actives have a fitted effect of over 80% in size; some results filed as inactive show a strong effect at the top dose
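Using MCF7 cells harboring a BRCA1 firefly luciferase reporter, plated 2 h before compound pinning, the screen measured luminescence after 48 h incubation. Responses were normalized to DMSO and 10 microM genistein, then fitted for concentration-effect.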
RORgamma inh = ROR gamma (mouse) transcription inhibition; actives 5.4% (n = 310,000); Potency, µM (series often up to 53.6 µM), inactives show at the highest dose activity change, negative = inhibition, actives largely listed as inhibitors; Drosophila S2 Gal4-RORgamma UAS-luciferase reporter, 20 h; P51450; note: % is set by controls: 0 for no effect and ±100 for the full control effect; nearly all actives have a fitted effect of over 60% in size
Target sequence (P51450 whole entry, looked up, the tested form may be a part): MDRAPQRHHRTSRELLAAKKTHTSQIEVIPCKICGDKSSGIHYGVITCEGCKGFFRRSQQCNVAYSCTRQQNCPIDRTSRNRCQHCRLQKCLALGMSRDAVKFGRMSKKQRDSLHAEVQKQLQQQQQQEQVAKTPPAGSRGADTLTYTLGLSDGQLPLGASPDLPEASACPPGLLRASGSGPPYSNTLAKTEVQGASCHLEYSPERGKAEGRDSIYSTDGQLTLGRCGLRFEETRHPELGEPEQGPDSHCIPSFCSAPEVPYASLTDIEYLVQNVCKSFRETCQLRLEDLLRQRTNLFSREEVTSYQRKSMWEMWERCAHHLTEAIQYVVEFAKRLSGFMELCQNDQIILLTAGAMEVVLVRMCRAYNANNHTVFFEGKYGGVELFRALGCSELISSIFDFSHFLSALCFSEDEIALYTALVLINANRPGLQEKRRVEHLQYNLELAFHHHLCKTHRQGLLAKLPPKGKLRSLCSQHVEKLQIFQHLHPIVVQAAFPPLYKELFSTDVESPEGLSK
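Using a luciferase readout, inhibitors were identified by reduced reporter activity in Drosophila cells coexpressing a copper-inducible Gal4–ROR gamma fusion and UAS-driven Photinus luciferase, incubated 20 hr after 700 uM copper sulfate.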
uPA generation = blocks generation of uPA at the cell surface | Potency, µM (series often up to 38.3 µM), for the others: at the highest dose activity change, negative = inhibition, most hits filed as inhibitors | cell surface uPA generation assay, qHTS | actives 0.31% (n = 330,000); active = well fitted inhibition curve with a large enough effect; inconclusive = small, poorly fitted or top-dose-only effect; inactive = no such curve, though single readings can be large or run the other way; tested in mouse RAW 264.7 cells; note: % is set by controls: 0 for no effect and ±100 for the full control effect; nearly all actives have a fitted effect of over 55% in size
ELG1 genotox = genotoxicity induction in ELG1-luciferase HEK293T cells; HEK293T ELG1-luciferase reporter, luminescence, 16 h; Potency, µM (series often up to 46 µM), without a hit: at the top dose activity change, positive = activation, most hits filed as activators; actives 1.3% (n = 330,000); AID 504466; note: % of control where 0% means no effect; nearly all actives have a fitted effect of over 60% in size
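DMSO vehicle served as control against compound-treated ELG1-luciferase HEK293T cells; exposure lasted 16 hr at 37 °C and 5% CO2, followed by ONE-Glo luminescence detection after 30 min.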
p53 reactivator = re-activators of mutant p53. H1299 p53-A138V BP100-luciferase reporter, luminescence, 24 h. Potency, µM (highest dose often 92.2 µM), without a hit: at the top dose activity change, positive = activation, hits mostly activators. actives 0.063% (n = 320,000); note: % of control where 0% means no effect; nearly all actives have a fitted effect of over 45% in size
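H1299 (p53-null), stable ts p53-A138V + BP100-Luc; 1000 cells/well, Opti-MEM/10% FBS; cpd 4 pt, 1:5; 24 h, 37 deg C, 5% CO2; detection reagent 10 min RT; luminescence.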
Rab9 prom act = activators of Rab9 promoter; Huh7 Rab9 promoter-luciferase reporter, luminescence, 24 h; Potency, µM (series often up to 9.22 µM), for inactives: at the highest dose activation, negative = inhibition, usual class: activators; AID 485297; actives 2.8% (n = 320,000); note: % of control where 0% means no effect; nearly all actives have a fitted effect of over 60% in size
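Huh7 reporter line, Rab9 promoter upstream of luciferase. Compound exposure 24 h at 37 °C in reduced-serum medium with 10% FBS. Read-out: luminescence.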
MBNL1 CUG block = MBNL1-poly(CUG) RNA binding inhibition; Potency, µM (doses to about 57.5 µM), for inactives: top-dose activity change, negative = inhibition, usual class: inhibitors; actives 0.036% (n = 280,000); TR-FRET MBNL1-His/biotin-(CUG)12 binding, 665/545 ratio; active = well fitted inhibition curve with a large enough effect in the signal ratio, with a control signal flat, not every such curve was filed as active; inconclusive = small, poorly fitted or top-dose-only effect, or effect the other way, or a change in a side signal; inactive = no such curve, though single readings can be large or run the other way; the % refers to the signal ratio; note: % is set by controls: 0 for no effect and ±100 for the full control effect
Target sequence (Q9NR56 whole entry, looked up): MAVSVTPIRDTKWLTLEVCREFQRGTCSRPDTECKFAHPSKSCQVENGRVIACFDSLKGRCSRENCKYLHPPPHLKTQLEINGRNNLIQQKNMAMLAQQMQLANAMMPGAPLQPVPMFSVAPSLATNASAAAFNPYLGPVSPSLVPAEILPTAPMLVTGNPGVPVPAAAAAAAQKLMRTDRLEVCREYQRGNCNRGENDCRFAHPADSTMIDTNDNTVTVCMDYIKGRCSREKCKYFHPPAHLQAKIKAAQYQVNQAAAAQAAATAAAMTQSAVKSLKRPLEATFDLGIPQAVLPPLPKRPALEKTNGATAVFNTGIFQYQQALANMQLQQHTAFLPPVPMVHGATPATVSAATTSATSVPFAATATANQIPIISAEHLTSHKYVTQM
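His-tagged MBNL1 binding to biotinylated (CUG)12 RNA was measured by TR-FRET using terbium anti-His antibody (0.055 ng/ul final) and streptavidin-XL665 (5 nM final). Compounds were titrated 92 nM to 58 uM; 60 min at room temperature.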
Active calls of the source: *; ? = inconclusive; . = not tested or not shown; [ ] = another dose, or the depositor's remark. Unless noted, calls come from the whole dose curve; as a rule, active = well fitted curve in the direction sought with a large enough effect; inconclusive = small, poorly fitted or top-dose-only effect, or another doubt; inactive = no such curve, though single readings can be large; an effect the other way counts as inactive or inconclusive. Potency is the fitted concentration of half-maximal effect.

No. | Compound | NPC1 promoter act | VP16 counter | FLuc counter | BRCA1 expr up | RORgamma inh | uPA generation | ELG1 genotox | p53 reactivator | Rab9 prom act | MBNL1 CUG block
1 | COc1ccc(-c2cc(C(=O)NCCc3ccc(S(N)(=O)=O)cc3)c3ccccc3n2)cc1 | 4% | ? | 7.6µM* | 12% | -44% | -6% | -16% | -1% | 26% | .
2 | Cc1ccc(-c2cc(C(=O)NCc3cccs3)no2)cc1 | ? | 8% | -10% | 4.5µM* | 38% | -3% | ? | ? | 2µM* | -7%
3 | CC(=O)N1c2ccc(S(=O)(=O)N(C)CC(=O)NC3CCCC3)cc2CC1C (stereo unspecified) | 0% | -5% | 4% | -3% | -1% | 5% | -4% | 8% | 8% | 1%
4 | O=C1c2ccccc2NC(c2ccco2)N1O (stereo unspecified) | -1% | -11% | -8% | 2% | 29% | -6% | -5% | 22% | -15% | 1%
5 | COc1ccc(N(CC(=O)N2CCC(C(N)=O)CC2)S(=O)(=O)c2ccccc2)cc1 | -3% | -1% | 1% | 10% | -12% | 1% | 3% | -3% | 0% | -1%
6 | COc1cccc(NC(=O)CSc2ncnc3c2cnn3Cc2ccccc2)c1 | -2% | -5% | 3% | 6% | 2% | -1% | -3% | 7% | -6% | 4%
7 | Cc1c(Cl)cccc1NC(=O)Nc1ccccc1C(N)=O | -8% | -1% | -10% | -1% | 15% | ? | 7% | 3% | -6% | -4%
8 | Cn1[nH]c(C(F)(F)F)c(C=NCc2ccc(Cl)cc2)c1=O | -2% | -10% | 2% | -4% | -29% | 0% | 0% | 1% | 17% | 0%
9 | O=[N+]([O-])c1ccc(Sc2nnnn2-c2ccccc2)nc1 | -21% | ? | 1% | -98%[inhibitor] | 3.5µM* | -17% | 12% | -14% | -21% | .
10 | COC(=O)c1sc2nc(C)cc(C)c2c1N | 0% | -1% | ? | 58% | -20% | 1% | 7% | 0% | 17% | ?
11 | Cc1ccc2sc(C)[n+](CCO)c2c1 | -2% | 5% | -7% | 4% | 3% | 2% | 0% | 8% | -1% | -6%
12 | CC(C)N(C(=O)[C@H]1CC(CC(=O)NC(C)(C)C)C(=O)N2CCc3c([nH]c4ccccc34)[C@]12C)C(C)C (stereo partly specified) | . | . | . | -22% | . | 7% | -4% | -7% | . | .
13 | CCOc1ccccc1OCCOCCOc1c(Cl)cccc1Cl | -1% | -6% | -2% | -26% | 34% | 0% | 0% | -4% | -9% | .
14 | Cn1ncc(Cl)c1C(=O)Nc1ccc(Cl)cn1 | 27% | 0% | -1% | -1% | -3% | 1% | 7% | ? | 28% | 2%
15 | O=C1c2ccccc2C(O)(Cc2ccccc2)N1Cc1ccco1 (stereo unspecified) | -1% | -5% | -2% | 10% | -31% | 0% | -2% | 2% | 6% | -8%
16 | O=C(CNC(=O)c1cccs1)NCC(=O)OCc1ccc(F)cc1 | -6% | ? | 0% | -9% | -24% | 9% | -6% | -3% | -15% | -12%
17 | CCn1nc(C(=O)Nc2ccc3nc(C)sc3c2)c2ccccc2c1=O | 5% | ? | ? | 4% | -8% | -9% | 2% | -13% | 1% | .
18 | COc1ccccc1CCNC(=O)C(=O)NCC1OCCN1S(=O)(=O)c1ccc(C)cc1 (stereo unspecified) | -3% | 1% | 3% | -26% | 40% | -24% | -1% | . | 0% | -8%
19 | O=C(Nc1nccs1)c1sc2cc(Cl)ccc2c1Cl | 3.5µM* | 2.8µM* | 2.7µM* | 18% | 0.5µM* | 0% | 13% | 12% | 4µM* | 72%[activator]
20 | Cc1cccc(NC(=O)c2ccc(S(=O)(=O)N3CCN(C)CC3)cc2)c1C | -3% | 1% | 0% | -20% | 14% | -1% | -1% | 1% | 0% | -6%
21 | N#C/C(C(=O)c1ccccc1)=C1/SC=C(N)N1c1ccccc1 | -8% | -2% | ? | . | 8% | . | 4% | 6% | 0% | 36%[activator]
22 | COc1ccc(NC2CC(=O)N(C)C2=O)cc1 (stereo unspecified) | 13% | -11% | -47% | 4% | -6% | 3% | 1% | -5% | 11% | ?
23 | COc1ccc(-c2nc(C)ncc2-c2ccc(Cl)cc2)c(O)c1 | 2% | -3% | -1% | -1% | 19% | 6% | -1% | -6% | 1% | -6%
24 | CCc1nnc(NC(=O)c2cccc(S(=O)(=O)N3CC(c4ccccc4)CC3=O)c2)s1 (stereo unspecified) | 0% | -16% | ? | -8% | -32% | 0% | -1% | -4% | 6% | 11%

Part of the list above, screen by screen:
15: O=C1c2ccccc2C(O)(Cc2ccccc2)N1Cc1ccco1 (stereo unspecified)
16: O=C(CNC(=O)c1cccs1)NCC(=O)OCc1ccc(F)cc1
17: CCn1nc(C(=O)Nc2ccc3nc(C)sc3c2)c2ccccc2c1=O
18: COc1ccccc1CCNC(=O)C(=O)NCC1OCCN1S(=O)(=O)c1ccc(C)cc1 (stereo unspecified)
assay / entry,15,16,17,18
NPC1 promoter act,-1%,-6%,5%,-3%
VP16 counter,-5%,?,?,1%
FLuc counter,-2%,0%,?,3%
BRCA1 expr up,10%,-9%,4%,-26%
RORgamma inh,-31%,-24%,-8%,40%
uPA generation,0%,9%,-9%,-24%
ELG1 genotox,-2%,-6%,2%,-1%
p53 reactivator,2%,-3%,-13%,.
Rab9 prom act,6%,-15%,1%,0%
MBNL1 CUG block,-8%,-12%,.,-8%

An excerpt from above with just p53 reactivator and ELG1 genotox:
no. | structure | p53 reactivator | ELG1 genotox
21 | N#C/C(C(=O)c1ccccc1)=C1/SC=C(N)N1c1ccccc1 | 6% | 4%
22 | COc1ccc(NC2CC(=O)N(C)C2=O)cc1 (stereo unspecified) | -5% | 1%

(list continues)
No. | Compound | NPC1 promoter act | VP16 counter | FLuc counter | BRCA1 expr up | RORgamma inh | uPA generation | ELG1 genotox | p53 reactivator | Rab9 prom act | MBNL1 CUG block
25 | Cc1nc(NC(=O)CSc2nnc(-c3ccc4c(c3)OCO4)o2)c(Cl)cc1Cl | 12% | 1% | ? | -16% | -43% | -4% | 7% | -3% | 12% | ?
26 | CCn1cc(Br)c(C(=O)NN)n1 | ? | -7% | 3% | 30% | -8% | 0% | 1% | 16% | 2% | -7%
27 | CCN=C1NN=C(c2cc(C)n(Cc3ccco3)c2C)CS1 | -20% | ? | 0.21µM* | -67% | 0.28µM* | 0% | ? | 28% | -19% | -11%
28 | CC(Oc1ccccc1)C(=O)N1CCN=C1SCc1ccc(F)cc1 (stereo unspecified) | -3% | -6% | 3% | -12% | 20% | -29% | -3% | 1% | 2% | -5%
29 | CCOC(=O)C1=C(C)N(CCCC(=O)O)C(=O)NC1c1ccc(OC)cc1 (stereo unspecified) | 0% | -6% | 3% | 7% | -10% | -4% | 2% | 6% | 1% | -15%
30 | CS(=O)c1ccccc1COC(=O)Nc1ccccc1 (stereo unspecified) | -5% | -15% | 2% | 14% | 5% | -1% | 1% | 0% | 3% | 6%
31 | O=C(Nc1ncccn1)c1cc([N+](=O)[O-])cc([N+](=O)[O-])c1 | -2% | -7% | 6% | -36% | -18% | 1% | -2% | -7% | -5% | .
32 | CCSc1nnc2c(n1)[nH]c1c(C)cccc12 | 0% | ? | 12µM* | -3% | 21% | -19% | ? | ? | 5.6µM* | ?
33 | Cc1ccc(N(C(=O)Cn2nnc(-c3ccccc3)n2)C(C(=O)NC2CCCCC2)c2ccccn2)cc1C (stereo unspecified) | -2% | -10% | 0% | -21% | 30% | -1% | -2% | -6% | 1% | .
34 | COc1ccc(CCNc2oc(-c3ccco3)nc2C#N)cc1 | -1% | 20% | 0% | 14% | ? | 1% | 1% | 4% | 3% | ?
35 | COc1ccccc1NC(=O)CSc1nnc(NC(=O)C2CCC2)s1 | 1% | 1% | -4% | -4% | -23% | -1% | -3% | -10% | 3% | -3%
36 | O=C(CN1CCC(n2nnc3cc(F)ccc32)CC1)N1CCCc2ccccc21 | -4% | -2% | 1% | 0% | 0% | 2% | -3% | -3% | -1% | -10%

Full records as entered above.
`CCN=C1NN=C(c2cc(C)n(Cc3ccco3)c2C)CS1` is listed as NPC1 promoter act = -20%; VP16 counter = ?; FLuc counter = 0.21µM*; BRCA1 expr up = -67%; RORgamma inh = 0.28µM*; uPA generation = 0%; ELG1 genotox = ?; p53 reactivator = 28%; Rab9 prom act = -19%; MBNL1 CUG block = -11%
`CS(=O)c1ccccc1COC(=O)Nc1ccccc1` (stereo unspecified) is listed as NPC1 promoter act = -5%; VP16 counter = -15%; FLuc counter = 2%; BRCA1 expr up = 14%; RORgamma inh = 5%; uPA generation = -1%; ELG1 genotox = 1%; p53 reactivator = 0%; Rab9 prom act = 3%; MBNL1 CUG block = 6%
